# Vif inh = HIV Vif inhibition; HEK293T cells, Vif self-association by quenched fluorescence, imaging, 24 h; inhibition, % at 7.49 µM; actives 0.35% (n = 340,000); AID 602346; in the data active = inhibition above about 50%, passing the limit was not always enough; inconclusive = no clear call, values can overlap the other calls; inactive = below about 31%; also: some results filed as inactive read as strong as hits
# Peg3 promoter = Peg3 promoter activity inhibition. HeLa PEG-Prom luciferase reporter, luminescence, overnight. inhibition, % at 20 µM. actives 1.7% (n = 360,000). AID 588405;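 active = inhibition of at least 50% at 20 µM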
# PDI inh = blocks human protein disulfide isomerase activity | P07237 | PDI insulin aggregation turbidity, A650, 90 min | inhibition, % at 10 µM | actives 0.052% (n = 350,000);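 active = mean inhibition across replicates of 30% or more, whatever share of single replicates reach that level; inconclusive = mean inhibition below 30% while every single replicate reaches 30%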;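 also: absorbance from insulin aggregation driven by PDI reduction with DTT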
# hiPSC survival = hiPSC single-cell survival enhancement; actives 0.044% (n = 360,000); survival enhancement, % at 20 µM; ATPlite luminescence; 100% = ROCK inhibitor wells, 0% = DMSO; AID 602274; in the data active = survival enhancement above about 18%;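 also: cells exposed to compounds for 16 hours before the ATP read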
# aDG glyco act = alpha-DG glycosylation activation; activation, % at 10 µM; Pro5-aDG cells, alpha-DG glycosylation AlphaScreen (IIH6); 0% Pro5, 100% B10-LARGE cell signal; actives 0.22% (n = 360,000);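 active = activation of at least 8% versus controls, or a plate z-score of at least 8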;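 also: Pro5 are CHO cells carrying HIG-tagged alpha-DG that lacks glycosylation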
# NR2E3 ag-1 = activates human NR2E3 receptor | Q9Y5X4 | CHO-S Gal4-NCOR/VP16-NR2E3 two-hybrid, luciferase | inhibition of corepressor binding, % at 3.98 µM | actives 0.35% (n = 360,000) | AID 602229;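 active = inhibition above the mean of all tested compounds plus 3 SD, cut at about 70% in these data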;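 also: 0% = DMSO with NR2E3 transfected cells and 100% = cells lacking NR2E3 construct; higher means lower luciferase signal from less NR2E3 corepressor binding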
# Target sequence (Q9Y5X4 whole entry, looked up, the tested form may be a part): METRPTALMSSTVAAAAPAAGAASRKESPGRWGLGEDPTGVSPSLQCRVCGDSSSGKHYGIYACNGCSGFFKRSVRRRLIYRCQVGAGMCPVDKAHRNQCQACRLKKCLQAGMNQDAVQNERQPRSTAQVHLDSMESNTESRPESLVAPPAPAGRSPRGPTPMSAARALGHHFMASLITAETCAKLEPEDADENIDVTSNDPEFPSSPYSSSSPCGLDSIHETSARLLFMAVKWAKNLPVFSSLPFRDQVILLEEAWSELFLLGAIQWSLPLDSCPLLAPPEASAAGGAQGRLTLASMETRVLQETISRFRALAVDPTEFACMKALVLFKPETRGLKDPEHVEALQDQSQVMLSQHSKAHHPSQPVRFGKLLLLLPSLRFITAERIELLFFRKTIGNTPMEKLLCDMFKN
# CaV13 ICDI inh = Primary screen for inhibitors of IQ motif and Ca2+-dependent inactivation inhibitor domain binding in CACNA1D, Förster resonance energy transfer in living cells, …. HEK cells, CFP/YFP FRET ICDI-IQ, plate reader, 10 min; percent FRET-ratio fall versus neutral wells. inhibition, % at 12.3 µM. actives 0.098% (n = 340,000);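 active = mean replicate inhibition of at least 30% and at least 1% of replicates passing that level; inconclusive = only one of the two criteria is met; inactive = neither criterion is met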;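 also: 0% = median of the neutral control wells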
# MITF TRPM1 inh = inhibitors of MITF-driven TRPM1 promoter in melanoma cells; SK-MEL-5 TRPM1 promoter luciferase, 24 h; inhibition, % at 12.5 µM; actives 0.83% (n = 330,000); AID 488899;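 active = mean inhibition across replicates of 60% or more, whatever share of single replicates reaches that level; inconclusive = some that reach 60%, reason not given; inactive = mean inhibition across replicates below 60%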; also: values of inactives mirror those of a sister screen read the other way
# HIF-2a block = HIF-2a inhibition; 786-0 RCC cells HIF-2a reporter, luciferase luminescence, overnight; actives 0.72% (n = 360,000); AID 624352; inhibition, % at 18.8 µM;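 active = inhibition of the luminescence signal of 40% or more relative to plate controls, in a single-dose primary screen at 18.75 µM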
# NR2E3 ag-2 = agonists of human nuclear receptor NR2E3 | actives 0.12% (n = 320,000) | inhibition of corepressor binding, % at 4.78 µM | AID 2300 | GST-NR2E3/biotin-RetCOR TR-FRET, 1536-well;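 active = percent inhibition above the cutoff of mean plus 3 SD of all tested compounds, set per screening campaign, cut at about 20% in these data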;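 also: 0% = DMSO wells and 100% = biotin wells as full block of FRET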
#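 system = GST-tagged NR2E3 plus biotinylated RetCOR corepressor | input = 1.35 nM GST-NR2E3 | also added = 7 nM biotin-RetCOR | schedule = 5 h incubation at 4 °C | measured by = TR-FRET with europium anti-GST and streptavidin-D2, 340 nm excitation | read-out = percent loss of FRET ratio relative to control wells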
# Exocytosis inh = blocks lytic granule exocytosis | TALL-104 LAMP-1 surface exposure, flow cytometry; cells stimulated with thapsigargin and PMA | inhibition, % at 10 µM | actives 0.66% (n = 360,000) | AID 651702;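 active = inhibition above about 55%, limit read from the data; inconclusive = no clear call, values can overlap the other calls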
# Numbers without * were called inactive; ? = inconclusive; . = not tested or not shown. No enrichment for hits; overall some 3.5% were active at least once.
mol	Vif inh	Peg3 promoter	PDI inh	hiPSC survival	aDG glyco act	NR2E3 ag-1	CaV13 ICDI inh	MITF TRPM1 inh	HIF-2a block	NR2E3 ag-2	Exocytosis inh
CC(Cc1ccccc1)NC(=O)c1ccc([N+](=O)[O-])cc1 (stereo not given)	9	-245	9	-1.3	0.2	-67	-4	-66	-123	-2	-3
Cc1ccc(OCC(=O)Nc2ccccc2F)cc1	-13	-264	-3	-0.5	-0.2	9	-5	-72	-262	3	-5
CCC1N=C(SC)NC(C)=C1C(=O)c1ccccc1 (stereo not given)	5	-3	-2	-1.0	2.7	0	-4	4	4	1	2
COc1ccc2nc(NC(=O)CCc3cc(OC)c(OC)c(OC)c3)sc2c1	-4	7	0	-1.5	-0.3	-2	1	-4	-4	0	-5
CCC1SC(N)=NC1=O (stereo not given)	5	13	-4	4.9	-0.1	-13	.	-2	4	0	-1
CC1(C)CC(=O)C(C2C3=C(CC(C)(C)CC3=O)Oc3ccccc32)=C(O)C1 (stereo not given)	6	1	2	-0.3	-0.2	-17	.	10	10	0	1
CCN(c1ccccc1)S(=O)(=O)c1ccc(Cl)c(NC(=O)CSc2n[nH]c(N)n2)c1	-19	1	1	3.3	0.4	9	-3	-4	21	-3	0
CC1CN(C(=S)Nc2ccc(Cl)cc2)CC(C)O1 (stereo not given)	18	3	4	-0.3	0.0	26	-16	3	14	-1	0

# (list continues)
mol	Vif inh	Peg3 promoter	PDI inh	hiPSC survival	aDG glyco act	NR2E3 ag-1	CaV13 ICDI inh	MITF TRPM1 inh	HIF-2a block	NR2E3 ag-2	Exocytosis inh
O=C(Cn1cnc2c(NCc3ccccc3)ncnc21)N1CCN(c2ccccn2)CC1	-6	5	4	-0.5	0.1	-14	-5	-9	12	.	?
Cc1nn(-c2cccc(C(F)(F)F)c2)c(Cl)c1/C=N/Nc1cccc(C(=O)O)c1	2	-250	1	2.6	-0.1	-144	-13	13	-63	3	0
C=CCNC(=O)c1ccc2c3n(nc2c1)-c1ccccc1CO3	-3	-64	-7	-3.5	0.1	-128	-6	-32	-144	0	-2
O=C(NCCN1CCOCC1)Nc1ccccc1	13	18	-10	0.8	0.0	-18	-4	5	8	-1	1
OCCCNc1nc(-c2ccccc2)c2cc(Br)ccc2n1	-13	14	-4	0.4	0.3	-32	-24	-3	28	2	-3
COc1ccccc1CNC(=O)CSc1ccccc1	0	-128	0	0.4	0.0	-88	-3	-33	-167	-2	-2
CN1CCN(C(=O)c2ccc(-c3ccccc3)cc2)CC1	-9	-13	1	0.3	-0.1	-21	4	-3	-12	3	-1
Nn1c(Nc2ccccc2)nc2sc3c(c2c1=O)CCCC3	10	-21	6	-0.4	0.1	-35	-17	-12	-2	5	-2

# Additional compounds.
mol	Vif inh	Peg3 promoter	PDI inh	hiPSC survival	aDG glyco act	NR2E3 ag-1	CaV13 ICDI inh	MITF TRPM1 inh	HIF-2a block	NR2E3 ag-2	Exocytosis inh
CC[C@H]1C(Nc2ccccc2)C[C@@H]2CCN3C(=O)CC[C@H]1[C@H]23 (stereo not given in full)	1	5	-2	-0.6	-0.3	-1	-11	6	3	.	17
CNC(=O)Nc1ccc(Cl)cc1	8	-55	15	-0.5	-0.4	-4	.	-16	-70	0	-1
CC(=O)c1c(NCCc2ccccc2)cc(C)oc1=O	14	-5	1	-1.7	-0.1	-9	-7	9	-8	4	0
CC1CN(C(=O)CSc2ncnc3sccc23)CC(C)O1 (stereo not given)	-9	15	-1	-1.8	-0.2	-9	.	-4	8	2	-1
COC(=O)Nc1ccc(N2CCOCC2)c(S(=O)(=O)N2CCOCC2)c1	6	0	1	-0.5	-0.1	-16	-4	5	8	2	6
Cc1cc(C)n2nc(SCc3nnc(SCCCCl)o3)nc2n1	10	8	-7	-0.4	-0.1	9	-8	-2	18	2	-4
COc1ccc(C(=O)N/N=C/c2cn[nH]c2-c2ccc(OC)cc2OC)cc1	-8	17	-5	-0.4	-0.3	-9	-5	-4	11	-3	0
CC1CC(C)(C)OC(c2ccc(C(C)C)cc2)O1 (stereo not given)	8	4	0	-2.0	0.2	-3	-7	-23	-1	.	6

# Filtered by structure: those above containing four or more nitrogen atoms
mol	Vif inh	Peg3 promoter	PDI inh	hiPSC survival	aDG glyco act	NR2E3 ag-1	CaV13 ICDI inh	MITF TRPM1 inh	HIF-2a block	NR2E3 ag-2	Exocytosis inh
CCN(c1ccccc1)S(=O)(=O)c1ccc(Cl)c(NC(=O)CSc2n[nH]c(N)n2)c1	-19	1	1	3.3	0.4	9	-3	-4	21	-3	0
O=C(Cn1cnc2c(NCc3ccccc3)ncnc21)N1CCN(c2ccccn2)CC1	-6	5	4	-0.5	0.1	-14	-5	-9	12	.	?
Cc1nn(-c2cccc(C(F)(F)F)c2)c(Cl)c1/C=N/Nc1cccc(C(=O)O)c1	2	-250	1	2.6	-0.1	-144	-13	13	-63	3	0
Nn1c(Nc2ccccc2)nc2sc3c(c2c1=O)CCCC3	10	-21	6	-0.4	0.1	-35	-17	-12	-2	5	-2
Cc1cc(C)n2nc(SCc3nnc(SCCCCl)o3)nc2n1	10	8	-7	-0.4	-0.1	9	-8	-2	18	2	-4
COc1ccc(C(=O)N/N=C/c2cn[nH]c2-c2ccc(OC)cc2OC)cc1	-8	17	-5	-0.4	-0.3	-9	-5	-4	11	-3	0
